# RPL19A-GFP yeast – RPL19A-GFP expression modulators in yeast, primary screen, cell-based, S. cerevisiae, multiplex flow cytometry, MLPCN; AID 2025, 2009; percent response vs DMSO, % at 10 µM; S. cerevisiae RPL19A-GFP strain, 3 h; hits give low values; 330,000 compounds, 0.3% hits;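 active = percent response vs DMSO below 50%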;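 note: median channel GFP fluorescence of the barcoded RPL19A-GFP strain; ratio of sample median GFP to plate DMSO average so 100% = DMSO; lower means less RPL19A-GFP as with rapamycin TOR inhibition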
# procasp7 counter – procaspase-7 activators, primary screen, counter-screen for procaspase-3 activator project, biochemical, absorbance, HTS, human; 330,000 compounds, 0.093% hits; activation, % at 8.5 µM; recombinant procaspase-7, Ac-DEVD-pNA absorbance 405 nm; D23A/D198A/D206A triple mutant, cannot self-cleave; scale: DMSO 0, 5 µM enzyme 100;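 active = percent activation above the screen-wide mean plus 3 SD, cut at about 25% in these data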
#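 Assay system – Uncleavable procaspase-7 mutant enzyme · Quantity – 2 µM procaspase-7 mutant as dispensed · Times – 1 h preincubation, 2 h reaction · Dosing – single nominal 8.5 µM compound dose, 0.8% DMSO final · Buffer or medium – Zinc-free 50 mM HEPES buffer, pH 7.4, with NaCl and Triton X-100 · Detection – Epi-absorbance of released pNA at 405 nm, two timepoints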
# MEP2-GFP yeast – modulators of MEP2-GFP levels in yeast, primary screen, S. cerevisiae, multiplex flow cytometry, MLPCN library | S. cerevisiae MEP2-GFP strain, 3 h; 100% = DMSO control level | GFP response vs DMSO, % at 10 µM | 330,000 compounds, 0.51% hits;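 active = GFP response versus DMSO above a set limit, roughly screen mean plus 3 SD, cut at about 180% in these data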;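 note: median GFP fluorescence of the barcode-gated MEP2-GFP cells per well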
# proCasp3 act – activators of human procaspase-3 D3A mutant, primary screen, biochemical, absorbance, PC-3 D3A mutant, single concentration | 330,000 compounds, 0.11% hits | recombinant procaspase-3 D3A, Ac-DEVD-pNA absorbance 405 nm | activation, % at 8.5 µM | Caspase-3 (Homo sapiens), P42574;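 active = activation above the mean of all tested compounds plus 3 SD, cut at about 21% in these data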;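 note: 0% = DMSO alone and 100% = DMSO wells spiked with extra 5 µM PC-3 D3A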
#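 Assay system: Autoprocessing-dead procaspase-3 D3A mutant enzyme; also added: Ac-DEVD-pNA; doses: one concentration, 8.5 µM nominal, 0.8% DMSO; times: 1 h compound preincubation, 2 h substrate hydrolysis at 25 °C; technique: 405 nm absorbance of p-nitroaniline, reads at 0 and 120 min; measure: % activation between DMSO and enzyme-spiked controls; repeats: single replicate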
# AGP1 TOR yeast – modulators of AGP1-GFP expression in yeast TOR pathway, primary screen, cell-based, multiplex flow cytometry, S. cerevisiae, MLPCN library. GFP response vs DMSO, % at 10 µM. 3 h; GFP as percent of DMSO wells. 320,000 compounds, 0.02% hits;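 active = GFP response relative to DMSO above a set limit, near screen average plus 3 SD, cut at about 150% in these data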;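 note: median GFP channel fluorescence of the gated AGP1 strain per well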
# CIT2 TOR yeast – modulators of CIT2-GFP expression in yeast, primary screen, S. cerevisiae, GFP fusion, multiplex flow cytometry, MLPCN library; AID 2029, 2009; GFP response vs DMSO, % at 10 µM; S. cerevisiae CIT2-GFP strain, 3 h; 100 means same as DMSO wells; 320,000 compounds, 0.065% hits;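 active = GFP response relative to DMSO above a set limit, near the screen mean plus 3 SD, cut at about 150% in these data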;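 note: ratio of well median GFP fluorescence to mean of DMSO wells on the plate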
# LAP4-GFP MLPCN – modulators of LAP4-GFP expression in yeast, primary screen, S. cerevisiae, multiplex flow cytometry, MLPCN library. 3 h; median GFP as percent of DMSO wells. GFP response vs DMSO, % at 10 µM. 320,000 compounds, 0.34% hits. AID 2023, 2009;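 active = GFP response vs DMSO above a set limit, about the screen mean plus 3 SD, cut at about 150% in these data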
# AHR act – AHR activators, primary screen, cell-based, luminescence, luciferase reporter, human; AHR-responsive luciferase reporter cells; activation, % at 5 µM; AID 2796, 2010; Aryl hydrocarbon receptor (Homo sapiens), P35869; 320,000 compounds, 2.5% hits; in the data active = activation above about 47%;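 note: 0% = vehicle wells and 100% = reference agonist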
# Target sequence (P35869 whole entry, looked up): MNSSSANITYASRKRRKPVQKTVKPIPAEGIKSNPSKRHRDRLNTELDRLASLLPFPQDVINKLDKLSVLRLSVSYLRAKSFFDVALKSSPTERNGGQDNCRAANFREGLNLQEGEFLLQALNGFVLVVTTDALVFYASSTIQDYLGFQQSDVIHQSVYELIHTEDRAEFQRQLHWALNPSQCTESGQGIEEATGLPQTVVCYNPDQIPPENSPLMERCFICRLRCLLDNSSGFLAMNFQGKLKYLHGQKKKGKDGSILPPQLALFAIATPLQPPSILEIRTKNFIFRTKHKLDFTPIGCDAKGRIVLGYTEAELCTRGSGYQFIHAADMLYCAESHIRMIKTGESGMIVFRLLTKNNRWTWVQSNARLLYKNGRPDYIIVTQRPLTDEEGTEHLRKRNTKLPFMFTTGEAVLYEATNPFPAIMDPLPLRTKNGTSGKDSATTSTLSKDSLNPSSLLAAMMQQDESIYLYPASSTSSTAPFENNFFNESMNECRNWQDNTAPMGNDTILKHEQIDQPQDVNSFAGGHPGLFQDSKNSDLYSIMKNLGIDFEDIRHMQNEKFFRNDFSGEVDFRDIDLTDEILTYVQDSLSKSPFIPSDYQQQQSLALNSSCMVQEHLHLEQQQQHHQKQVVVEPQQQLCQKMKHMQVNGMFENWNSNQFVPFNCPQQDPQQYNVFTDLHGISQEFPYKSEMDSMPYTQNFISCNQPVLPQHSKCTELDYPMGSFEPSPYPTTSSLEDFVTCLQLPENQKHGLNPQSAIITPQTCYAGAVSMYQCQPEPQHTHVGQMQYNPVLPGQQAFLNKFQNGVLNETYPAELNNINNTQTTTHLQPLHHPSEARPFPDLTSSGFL
# The depositor's hits bear a star; . = not tested or not shown.
[1] CCOc1ccc(S(=O)(=O)N2CCC(C(=O)N3CCCC3)CC2)cc1C
[2] CCCOP(=O)(c1ccc(N(C)C)cc1)C(O)c1ccc(Br)cc1 (configuration not stated)
[3] CCOCCCNC(=O)CN1C(=O)/C(=C/c2ccccc2C)Sc2ccccc21
[4] O=c1c2nccnc2[nH]c(=S)n1Cc1ccccc1
[5] COc1cc(C(C)=O)ccc1OCC(=O)Nc1ccc(Cl)c(S(=O)(=O)N2CCOCC2)c1
[6] COc1ccc2cc3cc(C(=O)NCC4CCCO4)oc3nc2c1 (configuration not stated)
[7] Cc1ccc(OCC(=O)Nc2ccc(S(=O)(=O)Nc3onc(C)c3C)cc2)cc1
[8] CC(C)(C)C(=O)Nc1ccc(C(=O)CN2C(=O)NC3(CCOc4ccccc43)C2=O)cc1 (configuration not stated)
Compound,1,2,3,4,5,6,7,8
RPL19A-GFP yeast,97,100,104,103,92,99,92,97
procasp7 counter,-16,2,-4,-1,-6,-2,-7,-2
MEP2-GFP yeast,97,101,105,104,89,106,93,99
proCasp3 act,4,-4,5,-10,-3,0,7,5
AGP1 TOR yeast,102,103,94,95,97,97,95,100
CIT2 TOR yeast,99,108,102,95,90,107,88,99
LAP4-GFP MLPCN,103,98,90,94,82,97,.,102
AHR act,1,1,5,3,-1,-1,-1,14

[9] COc1ccc(Cl)cc1NC(=O)CN1CCN(S(=O)(=O)N2CCOCC2)CC1
[10] CCOC(=O)c1cccc(OCC(O)CNCCOc2ccccc2F)c1 (configuration not stated)
[11] Cc1cccc(-c2nc(S(=O)(=O)c3ccccc3)c(N3CCOCC3)o2)c1
[12] COc1ccc(-c2cc(C(=O)O)nc3ccc4ccccc4c23)cc1OC
[13] O=C(O)Cn1nnnc1SCC(=O)Nc1ccc(F)cc1F
[14] O=C(N/N=C/C(Cl)=C\c1ccccc1)c1ccco1
[15] Cc1cc(=O)oc2cc(OCCC[n+]3ccccc3)ccc12
[16] CN(C1CCCCC1)S(=O)(=O)c1ccc(C(=O)Nc2sc3c(c2C(N)=O)CC(C)(C)NC3(C)C)cc1
Compound,9,10,11,12,13,14,15,16
RPL19A-GFP yeast,106,103,103,102,96,94,94,100
procasp7 counter,1,4,16,3,9,-5,-4,-11
MEP2-GFP yeast,102,106,102,121,97,101,93,108
proCasp3 act,-3,5,-1,-3,-6,-2,3,-10
AGP1 TOR yeast,97,98,98,99,101,95,95,100
CIT2 TOR yeast,94,94,95,113,105,89,99,97
LAP4-GFP MLPCN,99,79,99,109,98,117,105,103
AHR act,-2,-1,-1,0,2,1,-3,-1

[17] O=C(Nc1ccc(Br)cc1)NC1CCCCCCC1
[18] COc1ccc(CCC(=O)OCC(=O)c2ccc[nH]2)cc1OC
[19] O=C(/C=C/c1ccco1)NC(=S)Nc1cccc(-c2nc3ccccc3s2)c1
[20] O=C(CSc1nccn1Cc1ccccc1)Nc1ccccc1
[21] COc1ccc(-n2nnnc2-c2cccnc2)cc1
[22] CCc1nnc(NS(=O)(=O)c2ccc(NC(=O)c3ccccc3)cc2)s1
[23] CC(=O)Nc1nc(C)c(-c2csc(Nc3ccc(O)cc3)n2)s1
[24] CC(=O)c1ccc(OCC(O)CN2CC(C)OC(C)C2)cc1 (configuration not stated)
Compound,17,18,19,20,21,22,23,24
RPL19A-GFP yeast,114,98,94,107,99,107,99,105
procasp7 counter,4,7,-20,-1,-3,8,-14,6
MEP2-GFP yeast,103,98,104,98,102,112,100,108
proCasp3 act,0,9,-8,1,-5,2,-6,2
AGP1 TOR yeast,104,94,101,93,95,105,101,114
CIT2 TOR yeast,104,90,107,89,90,101,102,113
LAP4-GFP MLPCN,92,100,105,98,101,99,100,107
AHR act,14,1,82*,0,0,-3,49*,0

[25] O=C(c1ccccc1)c1nc[nH]c1C(=O)Nc1ccccn1
[26] COc1cc([N+](=O)[O-])ccc1NC(=O)Nc1nc2c(s1)CCCC2
[27] COc1ccc(S(=O)(=O)N2CCN(c3ccc(F)cc3)CC2)cc1C(=O)N1CCOCC1
[28] Cc1ccc(OCC(=O)OCC(=O)Nc2sccc2C(N)=O)cc1C
[29] COc1ccccc1CCNC(=O)CCn1c(=O)oc2ccccc21
[30] COc1cccc(CC(=O)Nc2nc(-c3ccc(OC)c(OC)c3)cs2)c1
[31] Cc1cc(C(=O)COC(=O)CN(C)S(=O)(=O)c2ccc(Cl)cc2)c(C)n1Cc1cccs1
[32] Cc1cccc(C(=O)NCCNc2nc3cc(C)c(C)cc3cc2C)c1
Compound,25,26,27,28,29,30,31,32
RPL19A-GFP yeast,89,97,101,109,111,98,106,92
procasp7 counter,5,-3,1,-6,-2,7,-1,1
MEP2-GFP yeast,86,91,104,113,103,102,101,93
proCasp3 act,-5,15,-3,4,-7,-1,6,-9
AGP1 TOR yeast,81,94,90,101,112,101,.,96
CIT2 TOR yeast,82,102,93,101,120,99,107,84
LAP4-GFP MLPCN,82,94,76,92,114,120,106,101
AHR act,12,31,-4,-1,13,-6,-11,35

[33] Cc1cccc(NC(=O)c2ccc(S(=O)(=O)N3CCCCC3)cc2)c1
[34] O=C(CCC1CCCC1)NCCS(=O)(=O)N1CCN(c2ccccc2)CC1
[35] CCS(=O)(=O)N1N=C(c2cccc(NS(C)(=O)=O)c2)CC1c1ccc(C)cc1 (configuration not stated)
[36] COc1ccc(Cl)cc1CSc1ncn[nH]1
[37] CCOc1ccc(S(=O)(=O)NCCC(=O)NC2CCCCC2)cc1
[38] C=CCc1cccc2cc(C(=O)NC3CCCC3)c(=O)oc12
[39] NC(=O)CSc1nnc(Cc2cccs2)n1C1CCCCC1
[40] CCOC(=O)N1CCN=C1SCc1ccc(Cl)c(Cl)c1
Compound,33,34,35,36,37,38,39,40
RPL19A-GFP yeast,98,103,108,103,102,92,96,103
procasp7 counter,-3,0,-7,5,3,1,7,9
MEP2-GFP yeast,94,109,111,107,106,90,95,111
proCasp3 act,-10,3,8,5,3,0,-5,1
AGP1 TOR yeast,91,107,104,100,98,95,103,101
CIT2 TOR yeast,88,103,108,98,101,93,93,98
LAP4-GFP MLPCN,108,114,98,109,105,119,103,99
AHR act,7,-1,6,3,4,7,0,-1

[41] O=C(CN(CCc1ccccc1)C(=O)c1csnn1)NCc1ccc(F)cc1
[42] CCOC(=O)c1cnn(CCOC(=O)c2ccc(F)cc2)c1NC(=O)c1ccc(F)cc1
[43] N#Cc1ccc(Oc2ccc(S(=O)(=O)N3CCOCC3)cn2)cc1
[44] CCOC(=O)c1ccccc1NC(=O)COC(=O)C1CC(=O)N(CCc2ccccc2)C1 (configuration not stated)
[45] CN(C)C(=O)N1CCN(C(=O)N(C)C)CC1
[46] COc1ccc(C(=O)NC(C(=O)N2CCc3ccccc32)C(C)C)cc1 (configuration not stated)
[47] COc1ccccc1N(CC(=O)Nc1cc(C)on1)S(=O)(=O)c1ccc(Cl)cc1
[48] Cc1ccc(N(CCC#N)C(=O)CCl)cc1C
Compound,41,42,43,44,45,46,47,48
RPL19A-GFP yeast,100,101,101,98,97,101,102,101
procasp7 counter,0,-5,17,6,15,-7,-2,7
MEP2-GFP yeast,96,100,95,102,97,103,107,97
proCasp3 act,6,-10,-6,11,5,2,-2,-1
AGP1 TOR yeast,96,97,108,107,100,99,100,97
CIT2 TOR yeast,102,93,114,105,.,105,110,100
LAP4-GFP MLPCN,89,96,108,104,93,93,106,91
AHR act,-1,0,-1,-1,12,-1,3,-4

[49] CNC(=O)c1ccc(NC(=O)CCc2c(C)noc2C)cc1
[50] CN1CCN(S(=O)(=O)c2cccc(C(=O)N(Cc3nnc(-c4ccc(Cl)cc4)o3)C3CC3)c2)CC1
[51] CCC(C)NC(=O)c1cn(C)c(=O)c2cc(OC)c(OC)cc12 (configuration not stated)
[52] Cc1ccc(N(CC(=O)NCc2ccc(F)cc2)C(=O)c2snc(C(N)=O)c2N)cc1C
[53] CCNC(=S)NNC(=O)Cn1c(=O)c2c(ncn2CCOC)n(Cc2ccccc2)c1=O
[54] C#CCn1c(O)c(N=NC(=O)CNC(=O)c2cccnc2)c2ccccc21
[55] COc1cc(CNC(=O)C2CCCN2S(=O)(=O)c2ccccc2)cc(OC)c1OC (configuration not stated)
[56] COC(=O)C1=CN(C2CC2)C=C(C(=O)OC)C1c1ccccc1OC
Compound,49,50,51,52,53,54,55,56
RPL19A-GFP yeast,102,101,103,108,85,103,96,107
procasp7 counter,-8,8,7,11,-3,-8,-8,6
MEP2-GFP yeast,101,98,108,103,221*,102,101,109
proCasp3 act,4,8,1,5,-2,6,2,-5
AGP1 TOR yeast,106,108,105,97,97,107,96,115
CIT2 TOR yeast,102,97,104,99,81,103,93,109
LAP4-GFP MLPCN,100,107,111,87,179*,102,93,113
AHR act,0,1,8,8,-2,92*,-3,0

# Quoted at random: 3 entries already listed, in no set order.
[49] CNC(=O)c1ccc(NC(=O)CCc2c(C)noc2C)cc1
[56] COC(=O)C1=CN(C2CC2)C=C(C(=O)OC)C1c1ccccc1OC
[52] Cc1ccc(N(CC(=O)NCc2ccc(F)cc2)C(=O)c2snc(C(N)=O)c2N)cc1C
Compound,49,56,52
RPL19A-GFP yeast,102,107,108
procasp7 counter,-8,6,11
MEP2-GFP yeast,101,109,103
proCasp3 act,4,-5,5
AGP1 TOR yeast,106,115,97
CIT2 TOR yeast,102,109,99
LAP4-GFP MLPCN,100,113,87
AHR act,0,0,8

# Going on with the list.
[57] Nc1nc(-c2ccc3c(c2)NC(=O)CO3)cs1
[58] Cc1noc(C)c1Cn1nc(C(=O)O)c2ccccc2c1=O
[59] CC(C)CC1NC(=O)N(CC(=O)N2CCN(S(=O)(=O)c3ccc4ccccc4c3)CC2)C1=O (configuration not stated)
[60] CC(NCC(c1ccco1)N1CCCCC1)C(=O)NC1CCCC1 (configuration not stated)
[61] Cc1nn(-c2ccccc2)c(C)c1CN(C)C(=O)c1ccc(S(=O)(=O)NCc2ccco2)cc1
[62] O=C(CN1CCOc2ccccc21)NC1CCN(Cc2ccccc2)CC1
[63] Cc1ccc(NCc2nnc(SCC(=O)Nc3ncc(C)s3)n2Cc2ccco2)c(C)c1
[64] CCN(C(=O)COC(=O)CC(C)c1ccccc1)c1c(N)n(Cc2ccccc2)c(=O)[nH]c1=O (configuration not stated)
Compound,57,58,59,60,61,62,63,64
RPL19A-GFP yeast,97,94,100,96,91,104,108,93
procasp7 counter,-12,-2,9,1,-1,2,-7,9
MEP2-GFP yeast,100,100,105,98,92,116,107,121
proCasp3 act,-8,2,8,-3,1,-3,3,-2
AGP1 TOR yeast,103,101,109,97,89,109,108,112
CIT2 TOR yeast,104,97,105,102,90,101,101,97
LAP4-GFP MLPCN,97,92,98,94,91,106,107,115
AHR act,5,-5,11,0,0,15,5,-2
